Source: PubChem
proCasp7 act: activates human procaspase-7, counter-screen for procaspase-3 activators; P55210; recombinant procaspase-7, Ac-DEVD-pNA absorbance 405 nm; D23A/D198A/D206A triple mutant, cannot self-cleave; scale: DMSO 0, 5 µM enzyme 100; activation, % at 8.5 µM; 330,000 tested, 0.093% active; AID 463210;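 active = percent activation above the screen-wide mean plus 3 SD, cut at about 25% in these data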
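Material: Procaspase-7 triple mutant (PC-7 D3A) | Quantity: 2 µM procaspase-7 mutant as dispensed | Reagent: DEVD-pNA substrate | Times: 1 h preincubation, 2 h reaction | Technique: 405 nm absorbance of p-nitroaniline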
procasp3 activ: procaspase-3 (human) activation. P42574. 330,000 tested, 0.11% active. activation, % at 8.5 µM. recombinant procaspase-3 D3A, Ac-DEVD-pNA absorbance 405 nm;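 active = activation above the mean of all tested compounds plus 3 SD, cut at about 21% in these data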;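 note: 0% = DMSO alone and 100% = DMSO wells spiked with extra 5 µM PC-3 D3A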
Target sequence (P42574 whole entry D9A/D28A/D175A): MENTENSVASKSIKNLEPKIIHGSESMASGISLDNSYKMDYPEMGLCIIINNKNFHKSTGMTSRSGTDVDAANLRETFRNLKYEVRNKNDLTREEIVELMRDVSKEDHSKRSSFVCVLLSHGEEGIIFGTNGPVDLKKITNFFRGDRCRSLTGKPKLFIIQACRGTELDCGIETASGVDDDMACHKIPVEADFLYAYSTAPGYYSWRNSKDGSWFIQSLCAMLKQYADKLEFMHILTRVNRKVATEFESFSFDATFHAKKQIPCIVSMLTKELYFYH
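System: Procaspase-3 D3A mutant. Medium: Zinc-free 300 mM NaCl, 50 mM HEPES, 0.01% Triton X-100. Schedule: 1 h preincubation plus 2 h reaction at 25 °C. Measured by: 405 nm absorbance of p-nitroaniline, reads at 0 and 120 min. Read-out: percent activation relative to control range.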
RPL19A-GFP yeast: modulators of TOR pathway RPL19A-GFP in S. cerevisiae; S. cerevisiae RPL19A-GFP strain, flow cytometry, 3 h; stronger effect = lower value; AID 2025; percent response vs DMSO, % at 10 µM; 330,000 tested, 0.3% active;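 active = percent response vs DMSO below 50%; inconclusive = fewer than 70 events counted for the yeast strain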;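 note: median channel GFP fluorescence of the barcoded RPL19A-GFP strain; ratio of sample median GFP to plate DMSO average so 100% = DMSO; lower means less RPL19A-GFP as with rapamycin TOR inhibition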
AGP1 TOR yeast: yeast TOR pathway AGP1-GFP modulation. GFP response vs DMSO, % at 10 µM. AID 2066. 320,000 tested, 0.02% active. S. cerevisiae AGP1-GFP multiplex flow cytometry, 3 h; GFP as percent of DMSO wells;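 active = GFP response relative to DMSO above a set limit, near screen average plus 3 SD, cut at about 150% in these data; inconclusive = fewer than 70 cells counted for the yeast strain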;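 note: median GFP channel fluorescence of the gated AGP1 strain per well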
MEP2 TOR yeast: alters MEP2-GFP fluorescence in TOR pathway yeast screen; 330,000 tested, 0.51% active; GFP response vs DMSO, % at 10 µM; AID 2016; S. cerevisiae MEP2-GFP strain, flow cytometry GFP, 3 h; 100% = DMSO control level;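 active = GFP response versus DMSO above a set limit, roughly screen mean plus 3 SD, cut at about 180% in these data; inconclusive = fewer than 70 cells counted for a yeast strain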;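 note: median GFP fluorescence of the barcode-gated MEP2-GFP cells per well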
LAP4-GFP MLPCN: modulators of TOR pathway LAP4-GFP in S. cerevisiae; AID 2023; 320,000 tested, 0.34% active; GFP response vs DMSO, % at 10 µM; S. cerevisiae LAP4-GFP multiplex, flow cytometry GFP, 3 h; median GFP as percent of DMSO wells;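 active = GFP response vs DMSO above a set limit, about the screen mean plus 3 SD, cut at about 150% in these data; inconclusive = under 70 cell events counted for the yeast strain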
AHR act: activators of human aryl hydrocarbon receptor. P35869. AHR-responsive luciferase reporter cells, luminescence. activation, % at 5 µM. 320,000 tested, 2.5% active; in the data active = activation above about 47%;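 note: 0% = vehicle wells and 100% = reference agonist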
Target sequence (P35869 whole entry, looked up): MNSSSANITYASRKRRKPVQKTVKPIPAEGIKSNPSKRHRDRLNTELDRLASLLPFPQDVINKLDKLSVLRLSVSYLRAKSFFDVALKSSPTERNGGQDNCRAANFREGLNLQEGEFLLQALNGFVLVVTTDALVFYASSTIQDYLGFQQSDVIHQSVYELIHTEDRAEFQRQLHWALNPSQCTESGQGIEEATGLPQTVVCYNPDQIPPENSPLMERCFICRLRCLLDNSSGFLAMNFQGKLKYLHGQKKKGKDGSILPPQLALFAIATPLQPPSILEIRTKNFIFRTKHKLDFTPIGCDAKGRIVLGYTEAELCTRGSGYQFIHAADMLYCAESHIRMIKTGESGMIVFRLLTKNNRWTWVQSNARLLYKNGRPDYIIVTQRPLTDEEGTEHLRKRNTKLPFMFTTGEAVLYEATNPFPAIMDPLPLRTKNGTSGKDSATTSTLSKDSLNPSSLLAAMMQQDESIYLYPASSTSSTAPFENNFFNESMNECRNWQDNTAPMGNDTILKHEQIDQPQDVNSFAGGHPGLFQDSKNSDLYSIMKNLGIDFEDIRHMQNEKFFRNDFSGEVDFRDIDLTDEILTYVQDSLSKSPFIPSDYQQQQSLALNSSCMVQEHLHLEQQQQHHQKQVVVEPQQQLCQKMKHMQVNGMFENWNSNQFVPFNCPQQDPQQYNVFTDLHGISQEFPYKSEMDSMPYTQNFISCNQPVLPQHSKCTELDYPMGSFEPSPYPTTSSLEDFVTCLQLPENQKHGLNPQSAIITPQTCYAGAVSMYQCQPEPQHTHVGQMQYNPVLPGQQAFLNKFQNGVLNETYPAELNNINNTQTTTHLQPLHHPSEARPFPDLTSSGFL
CIT2-GFP yeast: modulators of TOR pathway CIT2-GFP in S. cerevisiae; 320,000 tested, 0.065% active; GFP response vs DMSO, % at 10 µM; AID 2029; S. cerevisiae CIT2-GFP strain, flow cytometry, 3 h; 100 means same as DMSO wells;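 active = GFP response relative to DMSO above a set limit, near the screen mean plus 3 SD, cut at about 150% in these data; inconclusive = Fewer than 70 cells measured for a yeast strain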;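 note: ratio of well median GFP fluorescence to mean of DMSO wells on the plate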
* hit, by the source's call; ? = inconclusive; nt = no result given; [ ] = dose if it differs, or a comment.

SMILES	proCasp7 act	procasp3 activ	RPL19A-GFP yeast	AGP1 TOR yeast	MEP2 TOR yeast	LAP4-GFP MLPCN	AHR act	CIT2-GFP yeast
CC(C)(C)OC(=O)C(C(=O)OC(C)(C)C)c1ccc(Cl)nn1	9	3	93	96	93	104	0	94
Cc1cccc(-n2c(CCc3ccccc3)nnc2SCC(=O)c2ccccc2)c1	4	5	104	109	101	103	-2	108
O=C(O)c1nn(CC(=O)N2CCCCCC2)c(=O)c2ccccc12	6	2	98	99	101	97	1	97
Cc1sc(NC(=O)CCCCC(=O)Nc2sc(C)c(C)c2C(=O)O)c(C(=O)O)c1C	-4	0	86	nt	89	nt	0	nt
Cc1ccc(S(=O)(=O)N2CCN(C(=O)COC(=O)C3CCC3)CC2)c(C)c1	11	7	94	105	93	95	-1	104
Cc1c(N=C2N=C(NC(=O)NC(C)(C)C)c3ccccc32)c(=O)n(-c2ccccc2)n1C	13	6	91	95	97	86	9	91
Cc1ccc(CCN2CC(C(=O)NC3CCCCC3)CC2=O)cc1 (stereo not drawn)	2	4	101	103	101	101	-1	100
O=S(=O)(c1ccccc1)N1C2CCC1CC(O)(c1cccnc1)C2 (stereo not drawn)	3	4	100	98	97	100	-1	101
Cc1ccc(C(=O)NNC(=O)C(C)Sc2nc(N)cc(N)n2)cc1 (stereo not drawn)	4	-8	97	102	107	103	0	101
CCCc1nc(SCC(=O)c2ccc(F)cc2)c2ccccc2n1	-30	-10	95	97	93	109	34	95
O=C(O)c1ccc2nc(-c3ccccc3)sc2c1	1	-1	101	83	99	109	-9	92
N/C(CS(=O)(=O)c1ccccn1)=N\OC(=O)c1ccccc1Cl	2	-1	91	103	93	106	2	90
Cc1nc2ccccn2c1C(=O)NNC(=S)Nc1ccccc1	-4	-5	97	103	97	111	15	99
Cc1ccc(C(=O)Nc2cc(-c3ccn[nH]3)c(C)n(N)c2=O)cc1	9	9	98	102	94	111	45	88
O=C(CSc1nc2nn(-c3ccccc3)c(=O)c-2c2n1CCCCC2)Nc1cccc(F)c1	-3	11	87[may fluoresce violet]	81[may fluoresce violet]	99[may fluoresce violet]	93[may fluoresce violet]	-2	?
O=C(Nc1cccc2cccnc12)c1ccc(Br)cc1Br	-8	6	68[may fluoresce violet]	24[may fluoresce violet]	124[may fluoresce violet]	91[may fluoresce violet]	12	?
CCCN(C(=O)CCNC(=O)c1ccc(Cl)cc1)c1c(N)n(Cc2ccccc2)c(=O)[nH]c1=O	-4	-2	95	95	98	91	1	96
Oc1ccc(Nc2nc(-c3ccccc3)nc3ccccc23)cc1	15	8	98	91	106	97	3	91
CCN(CC)C(=O)C1CCC(C)(C(=O)O)C1(C)C (stereo not drawn)	0	2	101	106	103	99	-1	102
CCN(CC(=O)Nc1ccc(NC(C)=O)cc1)C(=O)CCCc1nc2ccccc2s1	-6	-3	94	94	93	95	1	93
COc1cccc(C(=O)Oc2ccc(/C=N/Nc3ccc(C(=O)O)cc3)cc2OC)c1	-13	-14	104	105	111	101	2	105
Cc1ccc(C)c(OCCC(=O)OCC(=O)c2ccc3c(c2)NC(=O)CO3)c1	2	-3	90	98	96	96	2	93
CC(C)NC(=O)C(=O)NCCCOC(C)C	6	1	98	99	96	100	-2	91
COC(=O)c1ccc(COC(=O)[C@@H]2CC(O)CN2S(=O)(=O)c2ccccc2[N+](=O)[O-])cc1 (stereo partly drawn)	6	-7	96	103	98	101	0	98
CCCn1c(=O)c(C(=O)NNC(=O)c2ccccc2Cl)c(O)c2ccccc21	1	15	100	106	99	98	4	90
Further records:
SMILES	proCasp7 act	procasp3 activ	RPL19A-GFP yeast	AGP1 TOR yeast	MEP2 TOR yeast	LAP4-GFP MLPCN	AHR act	CIT2-GFP yeast
Cc1csc2ncc(C(=O)Nc3ccccc3Cl)c(=O)n12	6	14	103	98	90	100	28	91
Cc1ccc(-c2nc(N)sc2CC(=O)OCC(=O)NCCC(C)C)cc1	-7	-3	100	99	97	98	2	99
COC(=O)c1c(NC(=O)c2cccnc2)sc(C(=O)N(C)C)c1C	-2	6	100	101	94	103	16	102
C/C(=C\C(=O)c1cccnc1)Nc1ccc(C(=O)O)cc1	-5	-3	96	97	101	97	3	94
CCC(C)c1ccccc1NC(=O)CN1CCN(C/C=C/c2ccccc2)CC1 (stereo not drawn)	9	1	100	100	102	95	-3	105
O=C(CN1CCN(Cc2ccccc2)CC1)N=Nc1c(O)[nH]c2ccccc12	7	-7	101	101	101	105	8	110
COc1ccccc1Nc1nc(NCc2ccco2)nc(N)c1[N+](=O)[O-]	-2	-7	97	113	93	101	8	100
Cn1cnc([N+](=O)[O-])c1Sc1n[nH]c(N)n1	0	7	102	101	105	94	0	109
COc1ccccc1NC(=O)COc1cccc(-n2cnnn2)c1	8	7	112	124	99	106	23	103
CC(NC(=O)c1ccco1)C1COc2ccccc2O1 (stereo not drawn)	-6	0	96	96	99	96	-2	94
COc1ccc(-c2noc(CCC(=O)NCCc3ccccc3)n2)cc1	-1	-1	103	99	102	103	1	96
Cc1onc(-c2ccccc2)c1C(=O)Nc1ccccc1N1CCOCC1	6	10	99	100	101	100	22	103
COc1ccc2[nH]c(=O)c(NC(N)=S)nc2c1	-12	-5	101	109	107	100	6	104
CCCCSc1c(C)c2cc3c(cc2[nH]c1=O)OCO3	4	3	88	92	96	96	27	91
Oc1cccc(NC(=S)N=Nc2c(O)[nH]c3ccccc23)c1	-6	9	92	102	104	98	6	100
COc1cccc(OCCn2c(C)c(/C=N/n3cnnc3)c3ccccc32)c1	11	-3	103	104	104	99	3	111
CCOC(=O)C1(CCOc2ccccc2)CCN(Cc2cccc(-n3cccn3)c2)CC1	3	8	95	103	102	117	2	102
CNC(=S)NNS(=O)(=O)c1ccc(OC)cc1OC	1	-9	97	100	97	103	1	97
Cc1cc(OCCn2ccnc2)cc(C(C)C)c1	-9	4	105	106	109	109	6	105
Nc1ccc2c(c1)nnn2-c1ccccc1	4	-1	98	103	94	105	11	98
COc1ccc(S(=O)(=O)N2CC3CCCN3c3ccc(C(F)(F)F)cc32)cc1 (stereo not drawn)	0	-2	101	103	100	103	0	96
Cc1ccccc1C(=O)N1CCC(C(=O)Nc2ccc(F)cc2)CC1	-7	1	95	97	98	89	2	104
Cc1ccc(N2CC(C(=O)NCCc3ccc(S(N)(=O)=O)cc3)CC2=O)cc1 (stereo not drawn)	5	-5	97	102	104	105	1	99
CC1CCCN(S(=O)(=O)c2ccc3c(c2)c(=O)nc2ccc(Cl)cn23)C1 (stereo not drawn)	2	0	99	103	102	101	-1	97
Cc1cccc(NC(=O)c2cnn(C)c2)c1C	-3	0	101	97	101	107	1	92

Compound profiles, from the list above. Order of values: proCasp7 act | procasp3 activ | RPL19A-GFP yeast | AGP1 TOR yeast | MEP2 TOR yeast | LAP4-GFP MLPCN | AHR act | CIT2-GFP yeast
Results for Nc1ccc2c(c1)nnn2-c1ccccc1 = 4 | -1 | 98 | 103 | 94 | 105 | 11 | 98
Results for Cc1onc(-c2ccccc2)c1C(=O)Nc1ccccc1N1CCOCC1 = 6 | 10 | 99 | 100 | 101 | 100 | 22 | 103

Further compounds
SMILES	proCasp7 act	procasp3 activ	RPL19A-GFP yeast	AGP1 TOR yeast	MEP2 TOR yeast	LAP4-GFP MLPCN	AHR act	CIT2-GFP yeast
CCN(c1ccc(NC(=O)COC(=O)c2ccc(S(=O)(=O)N3CCCC3)cc2)cc1)C(C)C	-4	-7	102	103	97	100	9	101
Cc1ccc(S(=O)(=O)CCc2nnc(NC(=O)c3cnccn3)s2)cc1	-2	5	100	97	110	102	1	104
CCOc1ccc(CCNC(=O)C2CCN(S(=O)(=O)N3CCOCC3)CC2)cc1OCC	-5	6	99	101	100	102	1	100
CC(C)CC(NS(=O)(=O)c1ccc2c(c1)oc(=O)n2C)C(=O)NCc1cccnc1 (stereo not drawn)	-6	6	104	107	100	104	3	112
O=C(O)c1ccc(/C=N/Nc2nnnn2-c2ccccc2)cc1	6	6	97	96	98	90	2	92
CN(C)CCCn1c2c(c(SCC(=O)Nc3ccc4c(c3)OCCO4)nc1=O)CCC2	6	0	110	109	105	110	-2	120
Cc1ccc(CNc2oc(-c3ccco3)nc2C#N)cc1	4	1	102	88	93	93	-2	84
COc1cc(C(=O)NCCC(c2ccccc2)c2ccccc2)cc(OC)c1OC	8	-1	99	94	105	93	11	107
CCOC(=O)C1CCCN(Cc2cn(C)nc2-c2ccc3c(c2)OCCO3)C1 (stereo not drawn)	0	4	106	103	103	100	0	106
CCCn1c(=N)n(CC(=O)c2ccco2)c2ccccc21	-1	-3	95	99	99	96	10	102
COc1ccc(C(=O)C2CCCN(C(=O)c3cc(C)on3)C2)cc1F (stereo not drawn)	11	2	96	96	97	106	-1	96
COc1cc(C(=O)Nc2ccc(NC(C)=O)cc2)ccc1OCc1ccccc1	7	-4	98	113	128	114	6	121
CC1(C)CC(=O)C=C(Nc2ccc(O)c(C(=O)O)c2)C1	-10	2	104	99	120	106	-1	97
CC(C)c1nnc(NC(=O)CCC(=O)N2CCN(c3ccc(F)cc3)CC2)s1	-1	-3	95	111	103	106	0	103
CN1C(=O)[C@H]2[C@@H](/C=C/c3ccccc3)N3C(=O)CN(Cc4ccccc4)C(=O)[C@@]3(C)[C@H]2C1=O	1	11	92	73	91	111	0	67
C#CCOc1ccc(/C=C2/C(=O)N(c3cccc(C(=O)O)c3)N=C2C)cc1OC	-6	-4	93	14	97	77	3	97
Cc1nc(SCC(=O)N2CCc3ccccc3C2)c2c(C)c(C)sc2n1	18	-3	108	103	102	116	4	nt
CCCCc1ccc(NC(=O)Nc2cc(C)nn2C)cc1	5	-3	100	98	104	100	3	93
CCOC(=O)c1ccc(-n2c(-c3ccco3)nc3ccccc3c2=O)cc1	11	4	101	100	99	102	-2	100
CCn1cc(C(=O)NCCCOC)c(=O)c2cc(S(=O)(=O)N3CCC(C)CC3)ccc21	-6	-2	96	101	99	109	1	104
O=[N+]([O-])c1ccccc1OCCNCc1ccccc1	-8	6	109	107	119	105	3	108
CC[C@@H]1C/C=C\Cc2ccccc2[C@@H](C(=O)C[C@H](O)CC(C)=O)OC1=O	-3	6	103	106	104	101	0	109
NC(c1ccccc1)c1cccnc1 (stereo not drawn)	3	2	92	99	118	102	-1	89
COc1ccccc1CC(=O)NC1CC(C)(C)NC(C)(C)C1	5	2	91	92	87	83	3	90
CCc1nnc(NC(=O)C2CCCN(c3nc(C)cc(C)n3)C2)s1 (stereo not drawn)	1	0	nt	109	103	103	0	110
CCOC(=O)c1c(NC(=O)CSc2nnc(C)c(=O)[nH]2)sc2c1CCCC2	6	2	94	94	96	92	1	96
CCCOc1cccc(C(=O)NCCNC(=O)c2ccccn2)c1	1	-2	105	101	109	95	1	108
CCOC(CC(=O)NNC(=O)c1c(-c2ccccc2Cl)noc1C)OCC	8	9	94	107	98	109	-1	92
O=C(c1ccncc1)N1CCN(C(=O)c2cccs2)CC1	0	4	94	93	92	91	4	92
CCOc1ccc(OCCOCCN2CCOCC2)cc1	5	-4	89	86	96	88	2	94

Single entries from the results shown.
RPL19A-GFP yeast result of CCOc1ccc(OCCOCCN2CCOCC2)cc1 : 89
AHR act result of Cc1nc(SCC(=O)N2CCc3ccccc3C2)c2c(C)c(C)sc2n1 : 4
AHR act result of CCCn1c(=N)n(CC(=O)c2ccco2)c2ccccc21 : 10
procasp3 activ result of COc1cc(C(=O)Nc2ccc(NC(C)=O)cc2)ccc1OCc1ccccc1 : -4
